TrxR1 inh: qHTS Assay for Inhibitors of Mammalian Selenoprotein Thioredoxin Reductase 1 (TrxR1): qHTS; Thioredoxin reductase 1, cytoplasmic (Rattus norvegicus), O89049; recombinant rTrxR1, NADPH fluorescence consumption, selenite substrate; Potency, µM (titrated, usually from 114 µM), for the others: at the top dose activity change, negative = inhibition, actives largely listed as inhibitors; actives 1% (n = 390,000); note: % is set by controls: 0 for no effect and ±100 for the full control effect; nearly all actives have a fitted effect of over 65% in size
Target sequence (O89049 whole entry, looked up): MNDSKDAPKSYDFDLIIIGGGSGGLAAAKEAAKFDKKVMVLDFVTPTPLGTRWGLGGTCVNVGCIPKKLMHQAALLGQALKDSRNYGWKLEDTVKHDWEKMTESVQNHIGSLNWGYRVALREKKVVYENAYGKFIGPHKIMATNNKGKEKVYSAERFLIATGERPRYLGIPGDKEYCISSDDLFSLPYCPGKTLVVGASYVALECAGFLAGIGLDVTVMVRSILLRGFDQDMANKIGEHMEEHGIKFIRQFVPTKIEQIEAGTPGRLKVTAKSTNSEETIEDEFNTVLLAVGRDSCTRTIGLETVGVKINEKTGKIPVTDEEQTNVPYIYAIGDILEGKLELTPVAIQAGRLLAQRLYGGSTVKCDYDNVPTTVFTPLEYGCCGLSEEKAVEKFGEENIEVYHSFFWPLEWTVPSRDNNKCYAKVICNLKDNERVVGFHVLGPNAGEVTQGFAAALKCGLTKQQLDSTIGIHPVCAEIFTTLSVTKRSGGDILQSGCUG
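Rat TrxR1 (90 nM in the dispensed reagent) was pre-reduced with 400 uM NADPH for 5 min at room temperature, then incubated with compound for 15 min. After 400 uM selenite was added, NADPH fluorescence (Ex 340/Em 450 nm) was followed for 8 min.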
Vif-A3F inh: qHTS for Inhibitors of Vif-A3F Interactions: qHTS. actives 0.2% (n = 390,000). HeLa A3F-eYFP + Vif (tagged APOBEC3F with the HIV-1 protein that degrades it), YFP fluorescence increase. AID 602313, 2012. Potency, µM (top dose mostly 46.1 µM), inactives show at the top dose activity, negative = active; note: % of control where 0% means no effect; nearly all actives have a fitted effect of over 65% in size
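HeLa cells stably expressing Vif plus C-terminally eYFP-tagged A3F were seeded, incubated overnight at 37 deg C, dosed with compound, incubated overnight again at 37 deg C. Yellow fluorescence (Ex 488/Em 500-530) reported blocked Vif-mediated A3F-eYFP degradation.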
RGS4 inhibitor: Inhibitors of Regulator of G Protein Signaling (RGS) 4: qHTS; Regulator of G-protein signaling 4 (Homo sapiens), P49798; Transcreener GDP fluorescence polarization, RGS4-accelerated GTP hydrolysis; Potency, µM (doses to about 114 µM), without a hit: top-dose activity change, negative = inhibition, hits mostly inhibitors; actives 0.039% (n = 390,000); AID 504845, 2011; note: % is set by controls: 0 for no effect and ±100 for the full control effect; nearly all actives have a fitted effect of over 75% in size; some results filed as inactive show a strong effect at the top dose
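MLSMR compounds (23 nl, pin-transferred) preincubated 10 min at room temperature with a 500nM (2x) first reagent, then RGS4 at 900nM (2x) plus Transcreener GDP mix added; fluorescence polarization (620/688 nm) read before and after 90 min at 30 °C.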
TrxR1 substrate: qHTS Assay for Substrates of Mammalian Selenoprotein Thioredoxin Reductase 1 (TrxR1): qHTS; Potency, µM (doses to about 114 µM), without a hit: at the highest dose activity change, negative = substrate turnover; purified TrxR1 substrate turnover, NADPH consumption readout; actives 0.01% (n = 390,000); Thioredoxin reductase 1, cytoplasmic (Rattus norvegicus), O89049; note: % is set by controls: 0 for no effect and ±100 for the full control effect; nearly all actives have a fitted effect of over 50% in size
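Rat TrxR1, dispensed at 90 nM, was prereduced with 400 uM NADPH (final) for 5 min at ~22 deg C, then incubated with compound 15 min before 400 uM selenite. A first-read NADPH fluorescence drop versus no-compound background flagged substrates.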
mIDH1 inhibitor: qHTS for Inhibitors of mutant isocitrate dehydrogenase 1 (IDH1): qHTS; Isocitrate dehydrogenase [NADP] cytoplasmic (Homo sapiens), O75874; IDH1-R132H enzyme, NADPH consumption, diaphorase/resazurin fluorescence; Potency, µM (top dose mostly 76.6 µM), without a hit: top-dose activity change, negative = inhibition, most hits filed as inhibitors; actives 0.093% (n = 390,000); AID 602179, 2012; note: % is set by controls: 0 for no effect and ±100 for the full control effect; nearly all actives have a fitted effect of over 65% in size
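IDH1-R132H (0.5 ug/mL) preincubated 30 min with compound, then NADPH (0.016 mM) and alpha-KG (2 mM) added; 80 min at RT, pH 7.5. Remaining NADPH coupled via diaphorase/resazurin to fluorescence (540/590 nm); concentration-response curves normalized to no-enzyme control.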
USP1-UAF1 inh: Inhibitors of USP1/UAF1: Primary Screen; recombinant USP1/UAF1, Ub-Rhodamine cleavage fluorescence; Potency, µM (doses to about 57.1 µM), for inactives: at the top dose activity change, negative = inhibition, hits mostly inhibitors; actives 0.23% (n = 390,000); AID 743255, 2014; note: % is set by controls: 0 for no effect and ±100 for the full control effect; nearly all actives have a fitted effect of over 60% in size; inactives centre near -12
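USP1/UAF1 complex (1 nM) preincubated 15 min at room temperature with compound, then Ub-Rho substrate (150 nM final) added. Kinetic fluorescence at 480/540 nm over 6 reads at 60 s intervals; 50 mM HEPES pH 7.8, 0.5 mM EDTA, 0.1 mg/ml BSA, 1 mM TCEP, 0.01% Tween-20.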
Vif-APOBEC3G blk: qHTS for Inhibitors of Vif-A3G Interactions: qHTS. Potency, µM (highest dose often 46.1 µM), for the others: at the top dose activity, negative = active, most hits filed as inhibitors. actives 0.076% (n = 410,000). HeLa A3G-eYFP + Vif (tagged APOBEC3G with the HIV-1 protein that degrades it), YFP fluorescence, overnight;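 note: % is set by controls: 0 for no effect and ±100 for the full control effect; nearly all actives have a fitted effect of over 60% in size; hits raise eYFP signal because A3G escapes Vif-driven loss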
Target sequence (Q9HC16 whole entry, looked up): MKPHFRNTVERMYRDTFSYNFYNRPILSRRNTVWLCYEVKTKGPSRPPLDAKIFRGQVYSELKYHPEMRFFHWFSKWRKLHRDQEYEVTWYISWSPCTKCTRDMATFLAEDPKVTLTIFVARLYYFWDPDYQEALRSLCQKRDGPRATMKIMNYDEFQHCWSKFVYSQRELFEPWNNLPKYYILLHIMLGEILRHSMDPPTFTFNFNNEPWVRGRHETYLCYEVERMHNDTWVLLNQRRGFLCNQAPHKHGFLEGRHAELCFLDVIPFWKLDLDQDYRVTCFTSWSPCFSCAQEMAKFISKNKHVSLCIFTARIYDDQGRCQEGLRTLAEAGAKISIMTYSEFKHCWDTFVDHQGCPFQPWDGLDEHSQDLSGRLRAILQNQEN
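Read-out is eYFP fluorescence (Ex 488/Em 500-530) from Vif-expressing HeLa A3G-eYFP cells; more signal means A3G escaped Vif-mediated degradation. Cells plated overnight, compound pinned in, incubated overnight at 37 deg C.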
RXFP1 ag: qHTS Assay for Agonists of the Relaxin Receptor RXFP1; HEK293T-RXFP1 cAMP TR-FRET, 30 min; response scale: percent of porcine relaxin response, buffer zero; Potency, µM (series often up to 57.5 µM), without a hit: at the top dose activation, hits mostly activators; actives 0.3% (n = 370,000); AID 2676, 2010; note: % is set by controls: 0 for no effect and ±100 for the full control effect; nearly all actives have a fitted effect of over 60% in size; many of its hits are not listed in these tables
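Agonist response is measured as cAMP accumulation in an RXFP1-transfected HEK293T line under PDE4 inhibition. Values are scaled between buffer-only and 29 nM porcine relaxin, and EC50s come from standard Hill equation fits.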
12-LOX inh: Primary qHTS assay for inhibitors of human arachidonate 12S-lipoxygenase (ALOX12): Round 2; Potency, µM (doses to about 108 µM), inactives show at the highest dose activity change, negative = inhibition, hits mostly inhibitors; actives 1.1% (n = 580,000); Polyunsaturated fatty acid lipoxygenase ALOX12 (Homo sapiens), P18054; purified 12hLO, xylenol orange hydroperoxide absorbance; note: % is set by controls: 0 for no effect and ±100 for the full control effect
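Hydroperoxide product was detected by ferrous iron/xylenol orange as the 573 to 405 nm absorbance ratio. Arachidonic acid at 40 uM (final) was turned over for 30 min at room temperature by 150 nM human 12hLO, pH 7.0 Hepes buffer, after 15 min compound preincubation.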
Starred values were filed as active, the others as inactive; ? = inconclusive; . = no result given; & = joins results of further samples; [ ] = dose if it differs, or a comment. Calls come from the whole dose curve; as a rule, active = well fitted curve in the direction sought with a large enough effect; inconclusive = small, poorly fitted or top-dose-only effect, or another doubt; inactive = no such curve, though single readings can be large; an effect the other way counts as inactive or inconclusive. Potency is the fitted concentration of half-maximal effect.

cpd | SMILES | TrxR1 inh | Vif-A3F inh | RGS4 inhibitor | TrxR1 substrate | mIDH1 inhibitor | USP1-UAF1 inh | Vif-APOBEC3G blk | RXFP1 ag | 12-LOX inh
1 | COc1ccc(N2C(=O)CC(Sc3ccccc3C(=O)O)C2=O)c([N+](=O)[O-])c1 (stereo not given) | 71µM* | -1% | ? | 3% | -3% | -28% | -2% | 1.4% | 1%
2 | COc1ccc(CC(=O)N[C@@H]2c3cc(OC)c(OC)cc3C[C@H]2O)cc1 | 6% | -3% | 5% | -2% | -14% | -19% | 0% | . | 13%
3 | COc1ccc(N2C(=O)C3CCCN3C2c2ccccc2)cc1 (stereo not given) | 5%[57.1 µM] | 0% | 0% | 10% | 12% | -21% | 1% | 0.9% | 422%[activator]
4 | Cc1ccc(C(=O)C2=C(O)C(=O)N(Cc3cccnc3)C2c2ccc(OC(C)C)cc2)o1 (stereo not given) | ? | 0% | 5% | -13% | -11% | -17% | -4% | -0.9% | ?
5 | COc1ccccc1N1CCN(c2ncnc3c2cnn3-c2ccc(C)cc2)CC1 | 20%[57.1 µM] | 1% | 1% | 5%[57.1 µM] | -3% | -11% | 1% | 1.1% | -18%
6 | CCOC(=O)c1c(C)oc2ncnc(N3CCN(c4ccccc4)CC3)c12 | 18% | 3% | 1% | -2% | -1% | -10% | -3% | -0.6% | -9%
7 | CN(Cc1nc2ccccc2[nH]1)C(=O)C1CCC(=O)N(CCc2cccc(F)c2)C1 (stereo not given) | ? | ? | 14% | 8% | 0% | -14% | -1% | 1.5% | 5%
8 | OCC1(Cc2ccccc2F)CCCN(CCc2ccccc2)C1 (stereo not given) | 7% | 8% | -30% | -1% | 1% | -18% | -3% | 0.4% | ?
9 | CN1CCN(C(=O)c2ccccc2NC(=O)c2ccccc2Br)CC1 | 13% | 3% | 12% | 6% | 4% | -12% | -1% | -0.6% | 47%[activator]
10 | Cn1c(=O)oc2cc(S(=O)(=O)N3CCCC(C(=O)Nc4ccc5c(c4)OCCO5)C3)ccc21 (stereo not given) | 6% | -10% | -4% | 4% | 14% | -23% | 0% | 0.1% | 12%[57.4 µM]
11 | CC(/C=C1\SC(=S)N(CCCC(=O)Nc2ccc(C(=O)O)c(O)c2)C1=O)=C\c1ccccc1 | ? | 3% | -39% | -16% | -9% | -13% | 1% | -0.3% | .
12 | COCCN1C(=O)N[C@@H](c2ccco2)C(C(=O)OC)=C1C | -8% | -6% | 14% | -7% | -10% | 2% | -2% | . | ?
13 | Cc1cc(NC(=O)COC(=O)C(Nc2ccc(C(F)(F)F)cc2Cl)C(C)C)no1 (stereo not given) | -2% | ? | -5% | -15% | 2% | ? | ? | -0.4% | -2%
14 | Cc1ccc(F)cc1NC(=O)C12CC3CC(C1)CC(n1cnc([N+](=O)[O-])n1)(C3)C2 | 7%[57.1 µM] | 4% | -11% | 4% | -4% | -15% | -2% | 0.8% | -21%
15 | CNS(=O)(=O)c1cccc(C(=O)OCCCC(=O)c2ccccc2)c1 | 6% | -7% | 3% | 3% | 0% | -21% | 0% | 3.5% | ?
16 | Cc1nc(N)sc1C(=O)N/N=C/c1ccco1 | 1%[57.1 µM] | 1% | 1% | 5%[57.1 µM] | 0% | -11% | -3% | 2.3% | 7%

3 of the entries above in order of their number in RXFP1 ag, rising:
#	Structure	RXFP1 ag
13	Cc1cc(NC(=O)COC(=O)C(Nc2ccc(C(F)(F)F)cc2Cl)C(C)C)no1 (stereo not given)	-0.4%
10	Cn1c(=O)oc2cc(S(=O)(=O)N3CCCC(C(=O)Nc4ccc5c(c4)OCCO5)C3)ccc21 (stereo not given)	0.1%
15	CNS(=O)(=O)c1cccc(C(=O)OCCCC(=O)c2ccccc2)c1	3.5%

Other results follow:
cpd | SMILES | TrxR1 inh | Vif-A3F inh | RGS4 inhibitor | TrxR1 substrate | mIDH1 inhibitor | USP1-UAF1 inh | Vif-APOBEC3G blk | RXFP1 ag | 12-LOX inh
17 | CC(C)OC(=O)c1cccc(NC(=O)CSc2nnc(N)s2)c1 | 11%[57.1 µM] | 7% | -10% | 0%[57.1 µM] | 7% | -14% | 0% | 3.1% | 0%
18 | CCOC(=O)CSc1nc2sc3c(c2c(=O)n1Cc1ccccc1)CCC(C(C)(C)C)C3 (stereo not given) | 10% | -10% | 11% | 4% | -16% | -18% | 0% | -0.2% | -1%
19 | CCCn1cc(NC(=O)c2cc(-c3ccccc3)on2)cn1 | ? | -5% | 6% | 8%[57.1 µM] | 4% | -16% | ? | 0.8% | 27%
20 | CC(=O)Nc1ccc(SCC(=O)Nc2oc(C)c3c(C)n[nH]c(=O)c23)cc1 | 20%[11.4 µM] | -8% | -10% | 7%[57.1 µM] | 1% | -10% | 1% | 3.1% | -17%
21 | COC(c1ccccc1)c1c(-c2ccccc2)nn(C)c1Cl (stereo not given) | -7% | -4% | 38% | -12% | 15% | -9% | -1% | -1.2% | 0%
22 | O=C(NC1CCCCC1)N1CCN(c2nc(-c3ccccc3)cs2)CC1 | 24%[57.1 µM] | 10% | 18% | 9%[57.1 µM] | -3% | -24% | -4% | -2.6% | 375%[activator]
23 | Cc1ccc(-c2c3c(=O)n(C)c(=O)n(C)c3c3c(C)nc4ccccc4n23)cc1 | 27% | 2% | 37% | 3% | 7% | -25% | 3% | -0.8% | -16%
24 | COc1ccccc1NC(=O)C/C(C)=N/NC(=O)c1ccccn1 | -5% | 0% | -41% | 4% | 9% | ? | -1% | 4.1% | 18%
25 | CN(CC(=O)Nc1ccc(F)cc1)C(=O)Cn1nnc(-c2ccccc2)n1 | -8% | -1% | -27% | -9% | 9% | -16% | -1% | 3.3% | 0%
26 | COc1ccccc1/C=C/c1nc(C#N)c(NCC(C)C)o1 | 82% | . | 31% | 310%[activator] | . | -19% | . | 19% | -50%&0%
27 | O=C(C1CC(=O)N(C2CCCCC2)C1)N1CCN(c2ccccc2)CC1 (stereo not given) | -19% | -10% | -25% | -10% | 2% | 3% | 0% | 0.2% | ?
28 | Cc1nc([N+](=O)[O-])cn1CC(=O)c1ccccc1 | 22% | -11% | 11% | 4% | 5% | -23% | -2% | 1.6% | -3%
29 | CN(CCOc1ccccc1)C(=O)C1CCC(=O)N(CCCN2CCOCC2)C1 (stereo not given) | 0% | 0% | 0% | -2% | 6% | -7% | -7% | -0.5% | 0%
30 | CCOc1ccc(NC(=O)C2CCCN(c3ccc(Sc4ccc(C)cc4)nn3)C2)cc1 (stereo not given) | 17% | 0% | 9% | 5% | 4% | -29% | -2% | 24% | -24%
31 | CN(Cc1ccc2nsnc2c1)Cc1nc(Cc2cccc(F)c2)no1 | 22% | -14% | 7%[11.4 µM] | 10% | 10% | -33% | -2% | 9.0% | -2%
32 | O=C(COC(=O)c1ccc(O)cc1)NCc1ccc2c(c1)OCO2 | 11% | 0% | -4% | 2% | 16% | -18% | 1% | 1.5% | -2%
33 | Cc1cc(NC(=O)CN2C(=O)NC(Cc3ccccc3)C2=O)no1 (stereo not given) | -5% | 0% | 0% | -7% | 0% | 5% | -1% | 1.2% | -4%

Ordered by number of heavy atoms (highest first): part of the list above
cpd | SMILES | TrxR1 inh | Vif-A3F inh | RGS4 inhibitor | TrxR1 substrate | mIDH1 inhibitor | USP1-UAF1 inh | Vif-APOBEC3G blk | RXFP1 ag | 12-LOX inh
30 | CCOc1ccc(NC(=O)C2CCCN(c3ccc(Sc4ccc(C)cc4)nn3)C2)cc1 (stereo not given) | 17% | 0% | 9% | 5% | 4% | -29% | -2% | 24% | -24%
29 | CN(CCOc1ccccc1)C(=O)C1CCC(=O)N(CCCN2CCOCC2)C1 (stereo not given) | 0% | 0% | 0% | -2% | 6% | -7% | -7% | -0.5% | 0%
27 | O=C(C1CC(=O)N(C2CCCCC2)C1)N1CCN(c2ccccc2)CC1 (stereo not given) | -19% | -10% | -25% | -10% | 2% | 3% | 0% | 0.2% | ?
26 | COc1ccccc1/C=C/c1nc(C#N)c(NCC(C)C)o1 | 82% | . | 31% | 310%[activator] | . | -19% | . | 19% | -50%&0%

Only part of the results is shown; count on the stated rates, not on these rows.
